hgDAF12 agonist = agonists of H. glycines DAF-12 nuclear receptor | 370,000 tested, 1.8% active | AID 687014 | activation, % at 6.8 µM | HEK293 GAL4-hgDAF12 UAS-luciferase reporter, agonist luminescence; normalized to butyrate control;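 active = activation above a cutoff set at the mean of all screened compounds plus 3 SD, cut at about 10% in these data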;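 note: 0% = DMSO wells and 100% = sodium butyrate wells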
DAX1 inh-1 = NR0B1 (DAX1) inhibition; AID 504766; inhibition, % at 6.75 µM; P51843; 340,000 tested, 0.99% active; HEK293 Gal4-DAX1 luciferase reporter, luminescence;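 active = inhibition above the mean over all tested compounds plus 3 SD, cut at about 4.2% in these data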;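 note: 0% = DAX1-transfected cells with DMSO and 100% = empty-vector control cells with DMSO; inhibition shows as a rise in luminescence from relieved DAX1 repression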
Target sequence (P51843 207-470 limits assumed): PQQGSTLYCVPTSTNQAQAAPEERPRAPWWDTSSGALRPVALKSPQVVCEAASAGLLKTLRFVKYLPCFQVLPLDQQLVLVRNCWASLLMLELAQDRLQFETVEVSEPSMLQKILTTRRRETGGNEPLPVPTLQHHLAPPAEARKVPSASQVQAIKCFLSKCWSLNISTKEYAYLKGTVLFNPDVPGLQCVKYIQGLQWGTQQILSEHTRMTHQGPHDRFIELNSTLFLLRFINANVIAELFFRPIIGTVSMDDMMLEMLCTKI
PLCg1 inh = inhibitors of human phospholipase C gamma1; purified PLC-gamma1, fluorogenic substrate, fluorescence; AID 720700; 370,000 tested, 0.84% active; inhibition, % at 12.2 µM; P19174; in the data active = inhibition above about 9.5%
ADAM10 inh = inhibitors of human ADAM10 | O14672 | recombinant ADAM10, EDANS/DABCYL FRET peptide cleavage, 3 h | inhibition, % at 7 µM | 370,000 tested, 0.62% active;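 active = inhibition above a per-campaign cutoff equal to the mean of compounds falling between control-based bounds plus 3 SD, cut at about 20% in these data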;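 note: 0% = DMSO wells while the 100% control is not disclosed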
Target sequence (O14672 214-748 limits assumed): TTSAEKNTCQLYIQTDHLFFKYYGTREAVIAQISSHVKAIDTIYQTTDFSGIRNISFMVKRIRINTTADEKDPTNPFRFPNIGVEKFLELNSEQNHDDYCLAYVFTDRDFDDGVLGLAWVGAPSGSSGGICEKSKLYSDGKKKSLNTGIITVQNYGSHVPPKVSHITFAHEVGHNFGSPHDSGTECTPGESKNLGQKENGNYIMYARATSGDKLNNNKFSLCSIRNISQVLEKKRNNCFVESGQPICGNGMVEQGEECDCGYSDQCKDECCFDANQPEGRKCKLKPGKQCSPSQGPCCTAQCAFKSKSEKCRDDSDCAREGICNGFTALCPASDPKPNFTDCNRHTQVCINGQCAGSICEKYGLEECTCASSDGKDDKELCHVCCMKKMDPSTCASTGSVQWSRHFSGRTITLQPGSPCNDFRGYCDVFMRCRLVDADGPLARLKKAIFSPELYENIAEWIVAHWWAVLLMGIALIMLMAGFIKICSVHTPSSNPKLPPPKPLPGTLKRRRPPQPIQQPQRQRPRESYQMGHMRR
DAX1 inh-2 = blocks DAX1 repression of SF-1 activated StAR promoter. AID 652010. 370,000 tested, 1.1% active. inhibition, % at 6.8 µM. HEK293T StAR-luciferase reporter, SF-1/DAX-1 repression relief;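 active = inhibition above the mean over all tested compounds plus 3 SD, cut at about 3.6% in these data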;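 note: 0% = DAX-1 cells with DMSO and 100% = cells lacking DAX-1 with DMSO; higher inhibition means more luminescence from relief of DAX-1 repression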
ADAM17 inh = ADAM17 inhibition, QFRET primary screen | recombinant ADAM17, EDANS/DABCYL FRET peptide cleavage | 370,000 tested, 0.83% active | inhibition, % at 6.95 µM;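 active = inhibition above the mean of compounds lying between control limits plus 3 SD, set per campaign, cut at about 8.5% in these data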;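 note: 0% = DMSO-only wells as the low control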
PLC-beta3 inh = PLC-beta3 (human) inhibition, primary screen | Q01970 | Purified PLC-beta3, fluorogenic substrate, fluorescence | inhibition, % at 12.2 µM | 370,000 tested, 0.18% active | AID 720704; in the data active = inhibition above about 11%;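 note: 0% = median of compound wells on plate and 100% = full blocker control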
hcDAF12 agonist = H. contortus DAF-12 activation, primary screen | AID 652067 | activation, % at 6.8 µM | HEK293 hcDAF-12 lit1-tk-luc reporter, luminescence; 0% DMSO, 100% Δ7-dafachronic acid | 370,000 tested, 1.4% active;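 active = activation above the mean of all tested compounds plus 3 SD, cut at about 5.5% in these data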;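 note: 100% = response to 3 µM Δ7-dafachronic acid high control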
FXN GAA850 act = activators of GAA850 frataxin (FXN) promoter. 360,000 tested, 0.56% active. HEK293 lucGAA850 FXN promoter luciferase reporter, 24 h; percent of 10 µM SAHA response. activation, % at 6 µM;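 active = activation above the average of all compounds screened plus 3 SD, cutoff fixed separately per campaign, cut at about 7.5% in these data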;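 note: 0% = DMSO wells and 100% = 10 µM SAHA wells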
HGIII-sPLA2 inh = Blocks human group III sPLA2 activity; 370,000 tested, 0.56% active; QFRET BODIPY PC-A2 liposome hydrolysis, fluorescence; Q9NZ20; inhibition, % at 12.2 µM; AID 743126;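 active = inhibition above mean plus 3 SD of compounds lying within the high and low control bounds, cut at about 19% in these data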;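 note: 0% = median of test compound wells and 100% = no enzyme DMSO wells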
ssDAF12 agonist = activates DAF-12 receptor from parasite S. stercoralis; HEK293 ssDAF-12/GRIP1 lit1-tk-luc reporter, luminescence; % of 3 µM dafachronic acid response; activation, % at 6.8 µM; 370,000 tested, 1% active;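 active = activation above the mean over all tested compounds plus 3 SD, cut at about 0.9% in these data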;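 note: 0% = DMSO-only wells and 100% = 3 µM delta7-dafachronic acid wells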
The depositor's hits bear a star; i = inactive; nt = not tested or not shown. Compounds were not picked by outcome, and some 6.9% of all compounds hit somewhere here.

SMILES	hgDAF12 agonist	DAX1 inh-1	PLCg1 inh	ADAM10 inh	DAX1 inh-2	ADAM17 inh	PLC-beta3 inh	hcDAF12 agonist	FXN GAA850 act	HGIII-sPLA2 inh	ssDAF12 agonist
CCOc1ccccc1NC(=S)N1CCN(c2cccc(OC)c2)CC1	-0.2	0.7	3	-4	0.6	2	-7	-2.0	-1.4	19	-1.4
O=C(c1ccc(O)c(Cl)c1)N1CCN(S(=O)(=O)c2ccccc2)CC1	-0.7	1.0	0	-3	0.5	-1	-4	0.2	1.4	-1	-1.3
O=C(c1ccco1)N1CCC(c2nc3c(nnn3Cc3c(Cl)cccc3Cl)c(=O)[nH]2)CC1	3.4	0.0	-1	-3	-0.3	-5	-9	-3.1	-2.1	-1	-1.4
COc1ccc(C2=CC(=O)CC(C)(C)C2=O)cc1	-0.6	nt	0	-2	-0.1	-1	0	1.5	nt	0	-0.5
Cc1cc(C)cc(N(C(=O)c2snc(C(N)=O)c2N)C(C(=O)NCC2CCCO2)c2cccs2)c1 (stereo not given)	-6.0	nt	-140	-143	-0.2	-44	-183	-0.8	0.4	-14	-1.7
CCS(=O)(=O)c1ccc(O)c(NC(=O)/C=C/c2ccc(Cl)cc2)c1	-2.5	-1.7	0	4	-0.5	0	-8	-1.8	0.2	-22	-1.7
CC1=NN(Cc2ccccc2)C(=O)C1C(c1ccccc1)C(C#N)C#N (stereo not given)	-2.7	0.2	2	-1	-0.1	-1	3	1.8	0.4	-12	-1.1
Cc1c(NC(=O)C(C)Sc2nccn2C)c(=O)n(-c2ccccc2)n1C (stereo not given)	-0.1	-0.3	5	-4	2.6	0	-2	-0.3	0.4	1	-0.9
CC(C)N1CCN(CC2COc3ccccc3O2)CC1 (stereo not given)	1.3	0.7	0	-1	0.0	-5	-3	-0.6	1.0	1	-0.9
Cc1ccc(C)c2nc(N3CCCC3)c(C#N)cc12	-0.5	0.1	-93	-129	-1.4	-45	-114	1.3	3.1	2	-0.6
CC1=CCP(=O)(c2ccccc2)C1 (stereo not given)	0.9	-0.1	2	-4	0.1	-1	1	-0.9	-0.6	-6	-1.1
O=C(CNC(=O)c1ccc(Cl)cc1Cl)NCC(=O)Nc1ccccc1N1CCOCC1	-0.8	-0.8	-1	84*	-0.4	2	5	-1.6	-1.2	1	-1.5
Cc1cccc(CN2CCN(C3CN(Cc4cn(Cc5ccccc5)nn4)S(=O)(=O)C3)CC2)c1 (stereo not given)	0.9	nt	8	3	0.8	4	7	0.3	nt	-1	-1.1
C=C(c1ccc(OCCO)cc1)c1ccc(OCCO)cc1	0.2	0.1	5	0	0.4	3	2	-0.7	0.7	0	-1.0
CC(=O)Nc1ccc(S(=O)(=O)N2CCN(c3ccccn3)CC2)cc1	-4.2	-0.8	0	7	0.0	-3	2	-0.1	0.7	-1	-1.6
Cc1cccc(NC(=O)N(Cc2nc3ccccc3c(=O)[nH]2)C2CCCC2)c1	0.6	0.2	0	-5	0.4	-2	0	0.1	-0.3	15	-1.0
CCCCc1cc(=O)oc2cc(OCC(=O)NC3CCN(Cc4ccccc4)CC3)ccc12	-1.6	0.5	0	-29	0.1	-8	-4	-0.7	0.4	-5	-0.8
O=C(NC(=S)Nc1ccccc1N1CCOCC1)c1ccco1	-1.2	0.4	1	-6	-0.4	-3	2	-3.6	0.2	10	-1.5
COc1ccc2nc(NC(=O)c3cc(S(=O)(=O)N4CCOCC4)ccc3C)sc2c1	-0.7	0.2	-109	-18	-0.1	-8	-129	-3.1	-2.5	-14	-1.5
COc1cc(C(=O)NC2CCN(CC(=O)Nc3cccc(C)c3C)CC2)cc(OC)c1OC	-2.8	3.3	1	6	-0.3	1	-6	-1.4	0.2	0	-1.4
CC1=C(C(=O)Nc2ccccn2)C(c2cn(C)nc2C)C2=C(CCCC2=O)N1 (stereo not given)	2.8	1.3	-271	i	-0.1	-244	-327	0.3	1.6	2	-1.1
CCCC1CC(C#N)N(N(C)C)C1=C(C#N)C#N (stereo not given)	-0.4	0.7	0	-3	-0.2	-2	-5	-2.0	-0.9	-2	-0.9
CCCCOC(=O)C1C2C=C[C@]3(CN(C(C)c4ccc(OC)cc4)C(=O)[C@H]13)O2 (stereo not given in full)	0.6	-0.6	0	-3	0.4	-4	2	-1.4	-3.3	5	-1.1
COc1cc(/C=N/NC(=O)c2ccccc2O)ccc1OCC(=O)Nc1ccccc1	4.5	2.4	-30	-81	0.3	-21	-60	-1.2	2.9	-7	-1.3
CC1(C)CC(=O)C(C=NCCc2ccccn2)=C(O)C1	-0.1	-0.5	0	1	0.1	2	1	4.5	1.3	6	-0.7
COCCCNC(=O)Cc1coc2ccc3ccccc3c12	1.4	-0.1	-8	-6	-0.1	-9	-18	0.0	1.9	2	-0.9
CC(C)(CNC(=O)Cc1ccc(Br)cc1)N1CCOCC1	0.9	1.1	2	0	0.6	-1	3	-1.0	2.5	-7	-0.4
Cc1ccc(S(=O)(=O)CC(O)COc2ccc(F)cc2Cl)cc1 (stereo not given)	-2.1	0.1	-2	-1	0.4	3	0	-1.1	1.5	-8	-1.9
COC(=O)CSCc1nc2ccccc2[nH]c1=O	2.2	-0.1	-26	-54	-1.1	-11	-35	5.6*	3.3	4	0.8
NC(=O)c1c(NC(=O)c2cccnc2)sc2c1CCCCC2	2.9	-0.4	-7	-10	0.2	-5	-16	-0.3	1.9	5	-1.4

Brought forward from above: 5 compounds; new compounds follow.
SMILES	hgDAF12 agonist	DAX1 inh-1	PLCg1 inh	ADAM10 inh	DAX1 inh-2	ADAM17 inh	PLC-beta3 inh	hcDAF12 agonist	FXN GAA850 act	HGIII-sPLA2 inh	ssDAF12 agonist
COCCCNC(=O)Cc1coc2ccc3ccccc3c12	1.4	-0.1	-8	-6	-0.1	-9	-18	0.0	1.9	2	-0.9
CC(C)(CNC(=O)Cc1ccc(Br)cc1)N1CCOCC1	0.9	1.1	2	0	0.6	-1	3	-1.0	2.5	-7	-0.4
Cc1ccc(S(=O)(=O)CC(O)COc2ccc(F)cc2Cl)cc1 (stereo not given)	-2.1	0.1	-2	-1	0.4	3	0	-1.1	1.5	-8	-1.9
COC(=O)CSCc1nc2ccccc2[nH]c1=O	2.2	-0.1	-26	-54	-1.1	-11	-35	5.6*	3.3	4	0.8
NC(=O)c1c(NC(=O)c2cccnc2)sc2c1CCCCC2	2.9	-0.4	-7	-10	0.2	-5	-16	-0.3	1.9	5	-1.4
O=C(O)c1cccc(S(=O)(=O)Nc2ccc(Cc3ccncc3)cc2)c1	-1.9	-0.7	5	-1	0.3	6	10	-1.0	0.9	0	-0.8
c1ccc(CCc2nc(-c3cccnc3)no2)cc1	5.5	0.5	1	-5	1.5	-3	1	0.3	4.5	-3	-0.8
CN(CC(=O)Nc1ccc(Cl)cc1)S(=O)(=O)c1ccc2c(c1)n(C)c(=O)c(=O)n2C	-1.5	-0.1	0	-33	-1.1	1	-1	-1.5	1.6	4	-1.4
COC(=O)C1(C(=O)OC)C[C@H](c2ccc(OC)cc2)N(Cc2ccccc2OC)[C@@H]1c1ccc(OC)cc1	6.0	nt	8	-20	-0.4	-3	-7	1.3	nt	8	-0.5
COc1ccc(C(=O)c2sc3nc(-c4ccc(OC)cc4)ccc3c2N)cc1	-0.8	0.5	-234	-54	0.7	-18	-269	-0.5	0.3	-1	-0.6
O=C(O)CSC(C(=O)Nc1ccc(Br)cc1)c1ccc(Cl)cc1 (stereo not given)	3.5	-0.2	-2	1	1.1	0	3	-2.3	2.3	-12	-1.7
Cc1cccc2sc(N(CCCN(C)C)C(=O)CN3C(=O)c4ccccc4C3=O)nc12	0.0	0.2	2	-8	0.0	-1	-8	0.3	-2.3	6	-2.1
CN(CC#CC1=CCCCC1)/C(N)=N/C(=O)OCc1ccccc1	1.2	nt	2	8	-0.8	7	2	-2.3	nt	-5	-1.3
COCc1cc(C)nc(SCC(=O)Nc2cc(C(F)(F)F)ccc2N2CCOCC2)c1C#N	2.2	1.6	-50	-24	1.7	-8	-79	0.5	3.5	3	-1.2
C[C@H]1CN([C@@H](C)CO)C(=O)CCCn2nncc2CO[C@H]1CN(C)C(=O)c1ccc(N2CCN(C)CC2)cc1	1.2	0.6	1	-13	-0.4	-1	1	-2.1	0.1	17	-1.4
COc1ccccc1C(=O)NNC(=O)C(=O)NC1CCCCC1	2.9	-0.3	0	2	0.1	1	-3	2.6	0.6	5	0.6
CC(NC(=O)CN(C)Cc1nc2ccccc2c(=O)[nH]1)c1ccccc1 (stereo not given)	1.2	0.9	0	-2	-0.6	-3	2	0.5	-2.7	5	-0.9
COC(=O)Cc1ccc(NC(=S)N2CCCC(CO)C2)cc1 (stereo not given)	10*	-1.7	0	-2	1.1	-4	1	4.5	5.0	15	0.6
Fc1cccc(Cc2noc(CN3CCOCC3)n2)c1	-4.8	2.8	-3	3	-0.4	-5	-8	-0.4	0.8	4	-1.3
C=CCNc1nc(-c2ccc(Cl)cc2)cs1	14*	3.9	0	2	1.6	-2	-1	4.1	4.4	4	0.6
CSc1nc(C)cc(SCC(=O)N/N=C/c2ccccc2)n1	-1.4	-0.6	4	6	-0.3	1	4	-2.2	0.7	-5	-1.2
CC(C)C[C@@H]1COc2cc(N3CC[C@H](O)C3)ccc2S(=O)(=O)N1	-0.2	nt	-1	-7	2.6	-6	-4	0.2	nt	13	-0.7
N#Cc1c(C(F)(F)F)cc(-c2cccs2)nc1N1CCCCC1	0.7	-0.5	-7	-64	0.9	-18	-21	-0.7	2.5	16	-0.6
Cc1ccc(CNC(=O)CCCCn2c(=O)[nH]c3ccsc3c2=O)cc1	4.0	1.4	0	2	-0.1	-3	-6	-0.1	1.0	-2	-1.6
Nc1nc2ccc(S(=O)(=O)N3CCCCC3)cc2s1	3.0	1.4	48*	-5	0.2	0	1	-0.7	0.0	-4	-1.2
Cc1ccc(/C(N)=N/OC(=O)Oc2ccccc2)cc1	0.2	-0.1	-3	-1	0.2	-2	7	-1.0	-0.4	6	-0.9
O=C(C(Cc1ccccc1)n1cccc1)N1CCCCC1 (stereo not given)	-0.4	1.2	4	2	-0.4	2	0	0.7	2.3	-18	-1.0
COc1ccc(OC)c(CN2CCN(c3ccc(S(=O)(=O)N4CCCC4)cn3)CC2)c1	-3.8	0.1	1	0	1.3	-3	-4	-1.0	-2.0	-17	-1.1
CCCCSc1nc(CCC)cc(=O)[nH]1	0.4	-1.1	5	-15	-1.5	-6	0	-1.4	1.0	-1	-1.1

Assay outcomes as filed in PubChem.
